iPSC survival up = enhancers of human iPSC single-cell survival | hiPSC single-cell survival, ATPlite luminescence; 100% = ROCK inhibitor wells, 0% = DMSO | survival enhancement, % at 20 µM | actives 0.044% (n = 360,000); in the data active = survival enhancement above about 18%;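 also: cells exposed to compounds for 16 hours before the ATP read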
PDI turbidity = inhibitors of human protein disulfide isomerase | actives 0.052% (n = 350,000) | inhibition, % at 10 µM | PDI insulin aggregation turbidity, A650, 90 min | P07237;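 active = mean inhibition across replicates of 30% or more, whatever share of single replicates reach that level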;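 also: absorbance from insulin aggregation driven by PDI reduction with DTT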
Target sequence (P07237 whole entry, looked up): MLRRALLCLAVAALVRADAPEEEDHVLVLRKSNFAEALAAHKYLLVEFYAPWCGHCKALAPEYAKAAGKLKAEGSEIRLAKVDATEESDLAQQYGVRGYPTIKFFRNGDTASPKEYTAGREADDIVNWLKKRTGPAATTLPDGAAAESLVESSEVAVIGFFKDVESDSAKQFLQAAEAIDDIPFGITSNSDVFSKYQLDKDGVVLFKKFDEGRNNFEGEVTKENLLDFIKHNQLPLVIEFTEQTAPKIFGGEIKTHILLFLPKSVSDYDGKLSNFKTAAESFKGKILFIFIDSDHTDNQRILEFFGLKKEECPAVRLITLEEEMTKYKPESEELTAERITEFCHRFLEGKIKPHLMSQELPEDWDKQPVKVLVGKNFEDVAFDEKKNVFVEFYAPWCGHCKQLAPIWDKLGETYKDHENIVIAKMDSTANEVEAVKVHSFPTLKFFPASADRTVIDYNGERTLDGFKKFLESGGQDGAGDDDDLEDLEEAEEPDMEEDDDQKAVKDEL
Granule exo inh = blocks lytic granule exocytosis; inhibition, % at 10 µM; TALL-104 LAMP-1 surface exposure, flow cytometry; cells stimulated with thapsigargin and PMA; actives 0.66% (n = 360,000);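 active = inhibition above about 55%, limit read from the data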
CaV13 ICDI inh = Disruptors of the CACNA1D IQ motif to Ca2+-dependent inactivation inhibitor domain association, primary screening, Förster resonance energy transfer in intact living …; HEK cells, CFP/YFP FRET ICDI-IQ, plate reader, 10 min; percent FRET-ratio fall versus neutral wells; inhibition, % at 12.3 µM; actives 0.098% (n = 340,000);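 active = mean replicate inhibition of at least 30% and at least 1% of replicates passing that level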;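 also: 0% = median of the neutral control wells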
Vif imaging = inhibitors of HIV Vif | inhibition, % at 7.49 µM | HEK293T cells, Vif self-association by quenched fluorescence, imaging, 24 h | actives 0.35% (n = 340,000); in the data active = inhibition above about 50%, passing the limit was not always enough; also: some results filed as inactive read as strong as hits
HIF-2a block = HIF-2a inhibition; inhibition, % at 18.8 µM; actives 0.72% (n = 360,000); 786-0 RCC cells HIF-2a reporter, luciferase luminescence, overnight;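 active = inhibition of the luminescence signal of 40% or more relative to plate controls, in a single-dose primary screen at 18.75 µM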
NR2E3 ag-1 = activates human NR2E3 receptor; Q9Y5X4; CHO-S Gal4-NCOR/VP16-NR2E3 two-hybrid, luciferase; inhibition of corepressor binding, % at 3.98 µM; actives 0.35% (n = 360,000); AID 602229;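 active = inhibition above the mean of all tested compounds plus 3 SD, cut at about 70% in these data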;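 also: 0% = DMSO with NR2E3 transfected cells and 100% = cells lacking NR2E3 construct; higher means lower luciferase signal from less NR2E3 corepressor binding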
Target sequence (Q9Y5X4 whole entry, looked up, the tested form may be a part): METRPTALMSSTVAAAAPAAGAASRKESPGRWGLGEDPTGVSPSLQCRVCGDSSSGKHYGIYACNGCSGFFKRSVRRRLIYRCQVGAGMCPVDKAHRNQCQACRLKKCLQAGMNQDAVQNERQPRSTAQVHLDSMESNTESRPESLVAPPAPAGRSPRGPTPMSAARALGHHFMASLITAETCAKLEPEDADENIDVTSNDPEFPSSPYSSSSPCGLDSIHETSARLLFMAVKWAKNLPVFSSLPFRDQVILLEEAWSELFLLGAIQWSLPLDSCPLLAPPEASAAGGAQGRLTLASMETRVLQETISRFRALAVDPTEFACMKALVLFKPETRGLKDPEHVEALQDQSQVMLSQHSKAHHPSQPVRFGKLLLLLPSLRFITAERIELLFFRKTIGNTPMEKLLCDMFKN
MITF TRPM1 inh = inhibitors of MITF-driven TRPM1 promoter in melanoma cells; SK-MEL-5 TRPM1 promoter luciferase, 24 h; inhibition, % at 12.5 µM; actives 0.83% (n = 330,000);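 active = mean inhibition across replicates of 60% or more, whatever share of single replicates reaches that level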; also: values of inactives mirror those of a sister screen read the other way
aDG glyco up = alpha-DG glycosylation activation | activation, % at 10 µM | actives 0.22% (n = 360,000) | Pro5-aDG cells, alpha-DG glycosylation AlphaScreen (IIH6); 0% Pro5, 100% B10-LARGE cell signal;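 active = activation of at least 8% versus controls, or a plate z-score of at least 8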;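 also: Pro5 are CHO cells carrying HIG-tagged alpha-DG that lacks glycosylation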
Peg3 promoter = Peg3 promoter activity inhibition. AID 588405. HeLa PEG-Prom luciferase reporter, luminescence, overnight. actives 1.7% (n = 360,000). inhibition, % at 20 µM;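 active = inhibition of at least 50% at 20 µM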
NR2E3 ag-2 = agonists of human nuclear receptor NR2E3. GST-NR2E3/biotin-RetCOR TR-FRET, 1536-well. actives 0.12% (n = 320,000). AID 2300. inhibition of corepressor binding, % at 4.78 µM;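 active = percent inhibition above the cutoff of mean plus 3 SD of all tested compounds, set per screening campaign, cut at about 20% in these data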;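 also: 0% = DMSO wells and 100% = biotin wells as full block of FRET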
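Material: NR2E3–RetCOR corepressor complex | Quantity: 1.35 nM GST-tagged NR2E3 final | Schedule: 5 h at 4 °C | Replication: Singlicate compound wells | Reagent: RetCOR corepressor, biotinylated, 7 nM | Controls: Biotin wells as high control, 0.6% DMSO wells as low control | Signal: TR-FRET, Eu(K)-anti-GST donor, streptavidin-D2 acceptor, ex 340, em 617/671 nm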
Numbers without * were called inactive; . = not tested or not shown.

SMILES	iPSC survival up	PDI turbidity	Granule exo inh	CaV13 ICDI inh	Vif imaging	HIF-2a block	NR2E3 ag-1	MITF TRPM1 inh	aDG glyco up	Peg3 promoter	NR2E3 ag-2
O=C(COC(=O)c1ccccc1NC(=O)c1ccco1)NC1CCCCC1	3.3	-5	-1	0	-2	0	3	13	0.2	-2	0
S=c1[nH]nc(-c2ccccc2)n1CC1CCCO1 (stereo unspecified)	-0.8	-4	2	-1	1	6	11	6	-0.2	0	3
COC(=O)c1cc(OC)c(OC)cc1NC(=O)C(C)c1ccc([N+](=O)[O-])cc1 (stereo unspecified)	5.4	-5	2	-4	3	20	-6	12	-0.2	15	2
CCCc1cc2c(=O)n(NC(=O)c3nn(C)cc3[N+](=O)[O-])c(C)nc2s1	-1.0	-9	1	-4	5	2	-21	11	0.0	-13	-2
COc1ccc(OCCCCN2CCC(C)CC2)cc1	0.1	11	-9	-18	19	13	7	2	0.1	6	0
OC(Cc1cccc(Br)c1)c1ncc(-c2cccc(C(F)(F)F)c2)[nH]1 (stereo unspecified)	-1.3	-8	14	-2	-4	-26	13	.	0.3	50*	.
O=C(Nc1ccnc(-c2ccncc2)n1)c1ccc(F)cc1	0.4	-1	-2	3	-4	-70	-19	-2	0.3	-7	-2
CCOC(=O)C1CCCN(c2cc(=O)n(C3CCCCC3)c(=O)[nH]2)C1 (stereo unspecified)	1.9	2	13	-4	-5	8	16	9	0.0	-1	-1
COC(=O)c1sc(SC)c(S(=O)(=O)C(C)C)c1N/N=C(\C#N)C(=O)c1ccccc1	-0.8	4	-4	-1	-2	12	-22	-8	0.0	14	-2
CC1CCCCC1NC(=O)CCNC(=O)N1CC(=O)Nc2ccccc21 (stereo unspecified)	0.4	5	-5	-2	9	9	-24	10	0.0	14	-2
O=C(Nc1ccccc1C(=O)N/N=C/c1ccco1)c1ccccc1	3.5	19	0	-5	9	-46	-8	4	-0.2	-25	-5
COCC1CCN(Cc2cn[nH]c2-c2ccc(OC)cc2F)C1 (stereo unspecified)	0.0	-4	2	-4	0	18	-5	4	0.0	0	2
O=C(c1ccco1)N1CCN(C(=O)c2cc3c(s2)-c2ccccc2OC3)CC1	1.7	2	0	-6	.	-47	-4	-6	-0.1	-16	3
O=C(CCn1c(=O)oc2ccccc21)NCCN1CCOCC1	-1.3	.	-3	-5	6	1	-22	.	-0.1	-1	6
COc1cc(/C=C/C(=O)OCC(=O)N2CCCC2)cc(OC)c1OC	-0.1	-1	9	-2	22	5	14	-1	0.0	11	-2
O=C1c2ccc(Oc3ccc([N+](=O)[O-])cc3)cc2C(=O)N1CCO	3.2	-1	-4	-3	8	21	-47	12	-0.1	10	0
COc1ccc(S(=O)(=O)Nc2cc(C)ccn2)cc1	0.6	2	-2	-6	2	8	-8	-7	-0.1	4	2
Cc1cccc(N2CCN(C(=O)Cn3c(=O)[nH]c4ccsc4c3=O)CC2C)c1 (stereo unspecified)	-1.6	9	0	-5	29	16	-9	3	-0.1	7	0
COc1ccc(Cc2c(C3CCCCC3)nc3c(C)cc(Br)cn23)c(C)c1	1.3	.	1	-6	.	-23	-25	.	-0.3	5	.
O=C(Nc1ccccc1OC(F)F)c1ccc(S(=O)(=O)N2CCCC2)cc1	0.2	8	3	-2	-3	2	10	3	-0.1	8	1
Nc1nc(Nc2cccc(F)c2)nc(N2CCOCC2)c1[N+](=O)[O-]	0.0	0	10	-4	-6	-15	-1	-13	-0.4	-19	5
O=C(c1cccc(S(=O)(=O)Nc2ccccc2Cl)c1)N1CCC1	-0.2	4	0	-6	.	13	-14	2	-0.1	3	3
O=C(CS(=O)CC(=O)Nc1ccc(Cl)cc1)NCC1OCCc2ccccc21 (stereo unspecified)	-1.2	-2	-1	.	-1	14	-15	0	0.0	12	.
Cn1c(SCC(=O)N2CCOCC2)nnc1-c1ccco1	-0.5	11	-3	-3	-2	-5	13	-1	0.0	6	0
O=C1OC(c2ccccc2)=CC1=Cc1ccccc1O	-3.8	4	3	-7	-1	-122	-56	.	0.0	-60	.

Brought forward from above: 4 entries; new compounds follow.
SMILES	iPSC survival up	PDI turbidity	Granule exo inh	CaV13 ICDI inh	Vif imaging	HIF-2a block	NR2E3 ag-1	MITF TRPM1 inh	aDG glyco up	Peg3 promoter	NR2E3 ag-2
O=C(c1cccc(S(=O)(=O)Nc2ccccc2Cl)c1)N1CCC1	-0.2	4	0	-6	.	13	-14	2	-0.1	3	3
O=C(CS(=O)CC(=O)Nc1ccc(Cl)cc1)NCC1OCCc2ccccc21 (stereo unspecified)	-1.2	-2	-1	.	-1	14	-15	0	0.0	12	.
Cn1c(SCC(=O)N2CCOCC2)nnc1-c1ccco1	-0.5	11	-3	-3	-2	-5	13	-1	0.0	6	0
O=C1OC(c2ccccc2)=CC1=Cc1ccccc1O	-3.8	4	3	-7	-1	-122	-56	.	0.0	-60	.
CNCC(C)COc1ccccc1OCc1ccccc1 (stereo unspecified)	-1.0	-3	2	-5	0	12	-5	-5	0.0	13	-1
CCN=C1SC(CC(=O)NCC)C(=O)N1CC (stereo unspecified)	8.7	-15	1	-4	2	15	-7	-16	-0.1	7	0
Nc1ncnc2c1ncn2CCN1CCCCC1	1.1	-4	-4	.	.	7	-25	-1	0.0	-1	5
c1ccc(Cc2cc[n+](Cc3ccccc3)cc2)cc1	-0.3	19	-1	-26	-1	9	-1	5	1.2	2	2
CCOC(=O)CC(=O)CSc1nc(C)cc(-c2cccnc2)c1C#N	-2.9	3	0	-11	30	17	-4	1	0.0	-59	-2
CCOc1ccc(C2C3=C(CCCC3=O)N(CC(=O)O)C3=C2C(=O)CCC3)cc1	0.5	15	-3	-14	21	12	-26	0	0.0	4	3
CCc1[nH]c(C(=O)O)c(C)c1C(=O)OC	2.2	-4	-3	-4	-2	5	-32	9	-0.2	-10	0
CC1(C)OC(=O)C2=C(C[C@@H](CCc3ccccc3)O[C@@H]2c2ccc(F)cc2)O1	-0.1	.	-4	-5	.	1	-8	.	0.1	.	.
O=C(Cc1cccs1)Nc1ccc(-c2nnc(-c3ccccc3)o2)cc1	0.4	-6	-2	.	1	-25	-12	9	-0.1	-18	1
CCOC(=O)CC(NC(=O)c1ccccc1)c1ccc(OC)cc1 (stereo unspecified)	-0.1	-2	6	-2	12	15	-23	-8	-0.3	7	2
Cc1ccc(C)c(NNC(N)=S)c1	0.7	-5	1	-6	2	14	-12	5	-0.5	6	1
Cc1cccc(CC2S/C(=N/c3ccccn3)NC2=O)c1 (stereo unspecified)	-1.2	-8	-3	.	-16	-6	-15	-12	0.1	-9	-2
CN(C)/C=N/NC(=O)C1Cc2c(ccc3ccccc23)O1 (stereo unspecified)	0.2	-7	1	-18	7	3	-16	-2	0.0	-1	2
COc1ccccc1C(=O)COC(=O)c1cccc(S(=O)(=O)N2CCCC2)c1	0.0	-2	2	-7	-7	5	-49	-5	-0.1	-13	0
Cc1cc(N2CCN(c3ccc(F)cc3)CC2)nc(-c2ccccc2)n1	-1.7	-2	-4	-4	-9	-9	-21	1	0.7	11	5
Cc1cccc(C)c1OCC(=O)Nc1ncn[nH]1	-1.5	-5	-4	-4	28	16	-18	1	0.0	8	3
CC(=O)/C(N=Nc1ccc(C(=O)O)cc1)=C(\C)O	-0.2	11	2	8	2	7	-5	13	0.0	-8	1
COc1ccc(/C=N/NC(=O)c2c(Br)cnn2C)c2ccccc12	0.6	-3	-4	.	-1	-11	-32	9	0.3	7	-1
CCC1Oc2ccccc2N(CC(=O)NCCCN2CCOCC2)C1=O (stereo unspecified)	1.3	8	0	-7	-6	8	30	-7	0.0	5	3
COc1ccc(NC(=O)CS(=O)(=O)c2cn(CC(=O)N3CCOCC3)c3ccccc23)cc1OC	-0.5	-14	-1	-5	1	11	-13	-4	-0.2	3	2
CN(CC(=O)NC1CCCC1)S(=O)(=O)c1cnc[nH]1	1.0	1	5	4	8	8	-4	-5	0.0	8	0
CCCC(=O)Nc1cccn(Cc2ccccc2Br)c1=O	2.2	10	0	-1	4	8	-21	-2	-0.3	9	-1
CCOC(=O)C1=CCN(S(=O)(=O)c2ccc(C)cc2)[C@H]1c1ccccc1Cl	2.3	.	7	-6	.	8	5	.	-0.1	11	.
COCCNC(=O)c1cc(-c2ccccc2C)n(CC2CC(c3cccc([N+](=O)[O-])c3)=NO2)n1 (stereo unspecified)	2.3	-5	-3	-3	5	12	8	2	0.5	5	.
O=C(CN1CCCCC1)Nc1cccc(Oc2ccccc2)c1	1.5	3	0	-6	-10	16	-19	-5	0.6	-12	-2

Record cards, from the list above. Screens in order: iPSC survival up | PDI turbidity | Granule exo inh | CaV13 ICDI inh | Vif imaging | HIF-2a block | NR2E3 ag-1 | MITF TRPM1 inh | aDG glyco up | Peg3 promoter | NR2E3 ag-2
CCOC(=O)CC(=O)CSc1nc(C)cc(-c2cccnc2)c1C#N is listed with -2.9 | 3 | 0 | -11 | 30 | 17 | -4 | 1 | 0.0 | -59 | -2
CN(CC(=O)NC1CCCC1)S(=O)(=O)c1cnc[nH]1 is listed with 1.0 | 1 | 5 | 4 | 8 | 8 | -4 | -5 | 0.0 | 8 | 0
CC(=O)/C(N=Nc1ccc(C(=O)O)cc1)=C(\C)O is listed with -0.2 | 11 | 2 | 8 | 2 | 7 | -5 | 13 | 0.0 | -8 | 1

High-throughput results as filed in PubChem BioAssay.
